Source: PubChem (several laboratories)
UTI89 phage lysis: inhibition of K1F phage lysis, E. coli UTI89, bacterial capsule biogenesis inhibitors, alamar blue (AID 488966) | E. coli UTI89 K1F phage lysis, alamar blue, 2 h; higher % means a stronger effect | inhibition, % at 100 µM; hits with a dose series show IC50 in µM | 340,000 compounds, 0.02% hits;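 active = phage lysis inhibition, versus mean bacterial control, above a set limit; inconclusive = no clear call, values can overlap the other calls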;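 note: capsule biogenesis inhibitors block K1F phage lysis so surviving cells raise fluorescence; higher fluorescence means more inhibition of phage lysis; actives were called in the ten point dose series up to 300 µM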
NTR1 agonist: agonists of NTR1, primary screen, imaging, U2OS cells, beta-arrestin-GFP, high content (AID 493036); activation, % at 20 µM; NTR1-U2OS beta-arrestin-GFP spot imaging, agonist mode; 330,000 compounds, 0.17% hits; Neurotensin receptor type 1 (Homo sapiens), P30989;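 active = activation at or above 40% of the spot to cytoplasm intensity ratio, with at least 20 cells analyzed; inconclusive = wells under 20 cells, flagged as cytotoxic or low count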;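 note: 0% = DMSO without peptide and 100% = 100 nM NTR1 peptide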
Target sequence (P30989 whole entry, looked up): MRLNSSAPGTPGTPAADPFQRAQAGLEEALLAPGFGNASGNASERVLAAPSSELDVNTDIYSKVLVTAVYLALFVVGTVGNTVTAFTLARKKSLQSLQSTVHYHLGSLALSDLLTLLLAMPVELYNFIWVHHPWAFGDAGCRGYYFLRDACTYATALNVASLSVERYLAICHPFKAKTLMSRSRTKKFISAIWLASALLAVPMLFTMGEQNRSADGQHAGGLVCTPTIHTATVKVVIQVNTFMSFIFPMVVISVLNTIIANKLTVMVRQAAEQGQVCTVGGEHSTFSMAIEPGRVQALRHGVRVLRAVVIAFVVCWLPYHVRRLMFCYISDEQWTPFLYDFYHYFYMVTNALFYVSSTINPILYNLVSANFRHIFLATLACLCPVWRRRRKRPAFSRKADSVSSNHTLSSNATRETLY
NS5 inhibitors: Dengue-2 NS5 methyltransferase inhibitors, primary screen, biochemical, confirmation dose response (AID 588689); Genome polyprotein (Dengue virus type 2 (strain 16681-PDK53)); Dengue-2 NS5 methyltransferase capping enzyme assay, biochemical; higher % means a stronger effect; inhibition, % at 25 µM, or IC50 in µM where a hit was titrated; 340,000 compounds, 0.3% hits; in the data active = a potency from the dose series; inconclusive = inhibition above about 29% without an active follow-up result
Siah-1 displacement: Siah-1 peptide-binding antagonists, primary screen, biochemical, fluorescence polarization, rhodamine-plectin, uHTS (AID 1817); Siah-1 / rhodamine-plectin peptide fluorescence polarization; higher % means a stronger effect; E3 ubiquitin-protein ligase SIAH1 (Homo sapiens); one-dose displacement, % at 20 µM; IC50 in µM for titrated hits; 290,000 compounds, 0.02% hits;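 active = displacement of at least 50% at 20 µM, with a fluorescence ratio check between 0.3 and a set limit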;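 note: plate controls were Siah plus tracer with DMSO for no effect and tracer alone without Siah for full effect; strong numbers were not always called active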
RSV antiviral HEp-2: RSV antiviral activity via CPE protection, HEp-2 cells, primary 10 µM value included (AID 2391); HEp-2 cells, RSV-induced CPE inhibition; higher % means a stronger effect; CPE inhibition, % at 10 µM, or IC50 in µM where a hit was titrated; 310,000 compounds, 0.13% hits; in the data active = a potency from the dose series; inconclusive = CPE inhibition mostly from about 23% at the one dose, without a potency; inactive = the rest, 99 in 100 with CPE inhibition below about 21%; note: strong numbers were not always called active
West Nile virus CPE: West Nile virus antiviral activity, cell-based, CPE readout (AID 1621) | West Nile virus-infected cells, CPE inhibition; higher % means a stronger effect | one-dose CPE inhibition, % at 10 µM; IC50 in µM for titrated hits | 290,000 compounds, 0.02% hits; in the data active = a potency from the dose series; inconclusive = CPE inhibition mostly from about 3.7% at the one dose, without a potency; inactive = the rest, 99 in 100 with CPE inhibition below about 2.2%; note: strong numbers were not always called active
AID2073: inhibitors of Mint1-CaV2.2 protein interaction, biochemical, HTRF (AID 2073); Voltage-dependent N-type calcium channel subunit alpha-1B (Homo sapiens); HTRF protein-protein interaction, Mint1-CaV2.2; higher % means a stronger effect; inhibition, % at 20 µM, or IC50 in µM where a hit was titrated; 290,000 compounds, 0.19% hits; in the data active = inhibition mostly above about 51%, no sharp cut-off; inconclusive = no clear call, values can overlap the other calls; inactive = mostly below about 53%; note: some results filed as inactive read as strong as hits
Rac1 GTP hydrolysis: MgcRacGAP GTPase-activating activity inhibitors, confirmation, biochemical, ADP Hunter fluorescence. MgcRacGAP-stimulated Rac1 GTP hydrolysis, ADP Hunter fluorescence; higher % means a stronger effect; GST-tagged Rac1 F28L mutant substrate. one-dose inhibition, % at 30 µM; IC50 in µM for titrated hits. 340,000 compounds, 0.6% hits. AID 624330, 2012;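 active = first-screen hits whose inhibition reached a set limit at any dose in the follow-up dose series; inconclusive = inhibition above the set first-screen limit but never retested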;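 note: fluorescence reports GDP produced by GAP-driven GTP hydrolysis; strong numbers were not always called active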
Large T inhibition: SV40 large T antigen inhibitors, biochemical (AID 1903). SV40 large T antigen ATPase/helicase inhibition assay; higher % means a stronger effect. inhibition, % at 20 µM, or IC50 in µM where a hit was titrated. 310,000 compounds, 0.39% hits; in the data active = a potency from the dose series; inconclusive = inhibition mostly from about 32% at the one dose, without a potency; inactive = the rest, 99 in 100 with inhibition below about 32%; note: strong numbers were not always called active
NTR1 agonist cell count 20 µM: recorded beside NTR1 agonist, whose call it bears; cell count; measured here: cell count, cytotoxicity flag
NS5 inhibitors pilot replicate: further read-out of NS5 inhibitors, marked with its call; inhibition, %; measured here: pilot screen replicate inhibition
Starred values were filed as active, the others as inactive; i = inactive; ? = inconclusive; / = not tested or not shown; [ ] = remark or other dose.

SMILES | UTI89 phage lysis | NTR1 agonist | NTR1 agonist cell count 20 µM | NS5 inhibitors | Siah-1 displacement | RSV antiviral HEp-2 | West Nile virus CPE | AID2073 | Rac1 GTP hydrolysis | Large T inhibition | others
O=C(Nc1cccnc1)C1(c2ccccc2)CCCC1 | 0.7% | -1.3 | 48 | -4.0% | -3.0% | 0.1% | -0.3% | 6.0% | 3.4% | 14.6%
O=C(Nc1c2c(nn1-c1ccc([N+](=O)[O-])cc1)CS(=O)(=O)C2)C1CC1 | 0.1% | 0.9 | 68 | -4.4% | 1.8% | 4.0% | 0.0% | 8.6% | 7.3% | 11.4%
Cc1ccc(CNc2ccc3c(c2)nc(C)n3C)cc1 | 0.7% | 0.2 | 60 | / | -5.5% | -0.4% | -1.7% | -19.9% | ? | 35.7%
COc1ccc(-c2[nH]c(-c3ccc(C(=O)O)cc3)nc2-c2ccccc2)cc1 | 0.3% | 1.2 | 58 | -2.5% | -3.1% | 11.0% | 0.2% | ? | 6.0% | 9.9%
COc1cccc(CN(C)C(=O)c2sccc2-c2ccccc2)c1OC | -0.1% | 0.1 | 54 | -4.2% | 11.6% | 10.6% | -0.8% | 19.4% | 4.3% | 7.8%
CCSc1nc2ccc(C)cc2cc1C#N | 0.2% | 2.2 | 58 | -5.3% | 7.2% | 4.1% | 0.6% | 6.0% | 0.5% | 0.7%
COc1ccccc1/C=C/C1NC(=O)NC(C)=C1C(=O)OC(C)C (stereo not drawn) | 0.0% | 0.6 | 60 | -3.8% | 3.8% | 4.7% | -0.4% | -2.6% | 7.2% | 26.4%
Cc1ccc(-c2c(C)cc3oc(=O)cc(-c4ccccc4)c3c2C)cc1 | 0.2% | 2.8 | 59 | -7.6% | / | / | / | / | 4.3% | / | NS5 inhibitors pilot replicate=-0.3
C=CCN1CCN(C(c2ccccc2)c2nnnn2CCC(C)C)CC1 (stereo not drawn) | 3.5% | -1.6 | 56 | -3.2% | 4.3% | 0.0% | -0.7% | -3.0% | 11.7% | 8.1%
O=c1[nH]c(=O)c2nc3ccccc3nc2[nH]1 | 0.4% | -2.8 | 102 | -1.6% | / | -0.5% | / | / | 4.7% | 2.4%
Cc1cc(/C=N/NC(=O)c2c(Br)cnn2C)c(C)n1-c1cccc(Br)c1 | 9.3% | 3.3 | 73 | 2.5% | -4.8% | 61.6% | -0.6% | 0.9% | 1.1% | 10.4%
CC(C)n1nc(C(=O)N2CCN(S(=O)(=O)c3cccs3)CC2)c2ccccc2c1=O | / | -0.1 | 56 | / | 3.7% | 0.9% | 0.4% | -6.3% | / | 12.5%
Cc1cccc(NC(=O)CN2C(=O)N/C(=C/c3cc(C)n(-c4ccncc4)c3C)C2=O)c1 | 4.1% | 1.7 | 46 | -0.7% | 7.6% | 1.8% | -0.1% | 13.4% | 8.8% | 5.4%
Cc1ccc2oc(C(=O)Nc3nnc(C)s3)c(C)c2c1 | -0.7% | 2.7 | 45 | 2.4% | 0.5% | 0.7% | 0.5% | 6.2% | 5.9% | 10.5%
O=C(CSc1nnc(CN2CCOCC2)n1-c1ccc(Cl)cc1)Nc1cc(Cl)ccc1O | -0.5% | -0.5 | 45 | 5.5% | -0.4% | -0.4% | 1.3% | -8.1% | 6.9% | 13.9%
S=C1NC(c2ccccc2)=CC(c2ccccc2)N1 (stereo not drawn) | / | 0.6 | 60 | / | -2.0% | 18.0% | -0.7% | 38.8% | / | 0.9%
O=C(N/N=C/c1cccc([N+](=O)[O-])c1)c1cc2ccccc2o1 | 0.1% | 1.6 | 79 | -1.8% | 15.1% | 1.7% | 0.8% | 9.1% | 11.6% | 13.2%
Cc1cc(NC(=O)CSc2nnc(-c3ccc(O)cc3)o2)no1 | 0.1% | -0.7 | 63 | -6.2% | 12.4% | 0.5% | 0.0% | 0.3% | 4.3% | 5.7%
CCOC(=O)N1CCC(N2Cc3cccc(C(=O)Nc4ccccc4OC)c3C2=O)CC1 | -0.1% | 1.4 | 54 | 0.0% | 7.9% | 3.4% | 0.4% | 5.8% | 10.3% | 7.3%
Cc1ccc(C)c(NC(=O)C2CC(Cl)=CCC2C(=O)O)c1 (stereo not drawn) | i | 2.5 | 47 | 0.8% | 3.2% | 0.1% | -0.3% | 6.0% | -1.1% | -2.0%
COCCSc1nnc(NC(=O)COc2ccc3c(c2)OCO3)s1 | 0.1% | 1.1 | 56 | -1.6% | 0.5% | 2.6% | 0.6% | 4.1% | 5.7% | 6.8%
N#CC1=C2SCC(O)(c3ccccc3)N2C(=O)CC1c1cccs1 (stereo not drawn) | -0.7% | / | / | 4.1% | -8.7% | 2.1% | 0.2% | 39.3% | 1.0% | 2.4%
CC(=O)c1cnc2cc(-c3ccc(C)cc3)nn2c1C | 3.3%[50 µM] | 1.1 | 51 | 1.4% | 21.8% | 4.4% | -0.8% | 24.6% | 3.8% | 9.4%
COc1cc(-c2cc(C(=O)Nc3ccc(O)cc3)c3ccccc3n2)cc(OC)c1OC | -0.2% | 1.9 | 56 | -3.2% | 8.7% | 0.8% | 0.5% | -0.6% | ? | 28.7%
Cc1ccc(NC(=O)C2CC(=O)OC23CCOC(C)(C)C3)cc1 (stereo not drawn) | 3.2% | -2.7 | 71 | -4.0% | -5.6% | -0.3% | 1.0% | 7.4% | 8.2% | 0.5%
CCCCn1c(NCc2ccccn2)nc2ccccc21 | -0.2% | -1.3 | 50 | -6.4% | 7.0% | 1.7% | -0.7% | -6.3% | 11.6% | 9.3%
CCN1CCN(c2ccc(S(=O)(=O)N3CCCCC3)cc2NC(=O)/C=C/c2ccc(OC)c(OC)c2)CC1 | 1.2%[50 µM] | 0.0 | 65 | 7.2% | / | 0.1% | / | / | 9.3% | 61.6%
COc1cccc(C(=O)Cn2c(=O)n(CCC(=O)NCC3CCCO3)c(=O)c3cc(OC)c(OC)cc32)c1 (stereo not drawn) | -0.7%[50 µM] | 3.2 | 51 | -5.2% | 9.5% | 3.6% | -0.1% | 37.1% | 15.3% | 10.8%
COCCn1c(C)cc(C(=O)COC(=O)c2ccc[nH]c2=O)c1C | 4.6% | -1.3 | 34 | -0.4% | 1.2% | 1.9% | 0.0% | 1.4% | -1.0% | -4.0%
CC(C)c1ccc(NC(=S)NN2CCN(C)CC2)cc1 | -0.1% | 0.8 | 33 | -7.0% | 9.4% | -0.5% | -1.0% | -1.4% | -3.0% | 9.8%
CCOC(=O)NNc1ccc2nonc2c1[N+](=O)[O-] | / | -1.3 | 55 | / | 41.6% | 2.0% | -0.8% | -31.7% | / | 33.1%
O=C(COc1cnc2ccccc2n1)NCCC1=CCCCC1 | 0.0% | -0.9 | 99 | 5.5% | -3.7% | 1.0% | -0.4% | ? | 5.9% | -0.3%
O=C(NCc1ccc2c(c1)OCO2)c1ccc(CN2CCOCC2)cc1 | i | 2.2 | 52 | -3.2% | -4.2% | 0.0% | 0.0% | -2.5% | 7.3% | 5.5%
COc1ccc(CC(=O)NCC(c2ccc(OC)cc2)N(C)C)cc1 (stereo not drawn) | 0.2% | 3.8 | 43 | -2.4% | 0.4% | -2.0% | -0.8% | 4.1% | 10.9% | 22.7%
O=C(NC(Cc1ccccc1)C(=O)N1CCN(c2ccccc2O)CC1)c1ccccc1 (stereo not drawn) | 0.6%[50 µM] | -0.7 | 55 | -5.8% | / | / | / | / | 10.6% | /
O=C(c1ccc(CS(=O)(=O)c2ccccc2)o1)N1CCN(c2ncccn2)CC1 | 10.6% | -4.0 | 42 | -6.2% | -0.5% | 1.1% | 0.2% | 0.9% | -2.0% | 7.3%

Entries listed so far that have an NH in an aromatic ring, in the order listed:
SMILES | UTI89 phage lysis | NTR1 agonist | NTR1 agonist cell count 20 µM | NS5 inhibitors | Siah-1 displacement | RSV antiviral HEp-2 | West Nile virus CPE | AID2073 | Rac1 GTP hydrolysis | Large T inhibition | others
COc1ccc(-c2[nH]c(-c3ccc(C(=O)O)cc3)nc2-c2ccccc2)cc1 | 0.3% | 1.2 | 58 | -2.5% | -3.1% | 11.0% | 0.2% | ? | 6.0% | 9.9%
O=c1[nH]c(=O)c2nc3ccccc3nc2[nH]1 | 0.4% | -2.8 | 102 | -1.6% | / | -0.5% | / | / | 4.7% | 2.4%
COCCn1c(C)cc(C(=O)COC(=O)c2ccc[nH]c2=O)c1C | 4.6% | -1.3 | 34 | -0.4% | 1.2% | 1.9% | 0.0% | 1.4% | -1.0% | -4.0%

(more compounds)
SMILES | UTI89 phage lysis | NTR1 agonist | NTR1 agonist cell count 20 µM | NS5 inhibitors | Siah-1 displacement | RSV antiviral HEp-2 | West Nile virus CPE | AID2073 | Rac1 GTP hydrolysis | Large T inhibition | others
Cc1c(CN(C)CCc2ccccc2)c(=O)n(-c2ccccc2)n1C | -0.3% | -0.3 | 48 | -7.0% | -1.4% | -1.1% | -0.6% | 22.7% | 11.5% | -0.2%
C=CCc1ccc(OCCOCCNCCOC)c(OC)c1 | 0.8% | 1.0 | 40 | -7.1% | 1.5% | -0.8% | -0.3% | -0.1% | 8.3% | -4.0%
Cn1cc(C(=O)N2CCCCCC2)c(=O)c2cc(S(=O)(=O)N3CCCCC3)ccc21 | 0.3% | -0.5 | 56 | 0.0% | 2.7% | 1.6% | 0.3% | 5.5% | 15.2% | 9.0%
CC1CCN(S(=O)(=O)c2ccc3c(c2)N(CC(=O)N(C)Cc2ccco2)C(=O)CO3)CC1 | 1.0% | 1.4 | 54 | -7.0% | -2.0% | 1.1% | -0.3% | 6.9% | -8.8% | 1.4%
Brc1ccc(Cn2c(-c3cncs3)nc3ccccc32)cc1 | 0.8% | 2.4 | 69 | -3.1% | 3.3% | 1.0% | -0.4% | 7.6% | 4.1% | 22.5% | NS5 inhibitors pilot replicate=1.8
COc1ccc(OCC2CCCN(Cc3nc(CC4CC4)no3)C2)cc1 (stereo not drawn) | 0.2% | 1.1 | 36 | 0.0% | 1.4% | 4.2% | -1.5% | -3.0% | 4.1% | 22.8%
CC(C)(C)C(=O)NC1(C(F)(F)F)NC(=O)N(c2ccc(F)cc2)C1=O (stereo not drawn) | -0.6% | -0.1 | 50 | -6.2% | 1.0% | 1.4% | 0.2% | 5.5% | -1.3% | 6.4%
CSc1ncccc1C(=O)OCc1c(F)cccc1Cl | 0.2% | 5.0 | 49 | -7.9% | 0.0% | 1.9% | 0.2% | 6.7% | -3.9% | 7.6%
